hIAP block: blocks human intestinal alkaline phosphatase | P09923 | purified IAP, CDP-Star luminescence, 30 min | inhibition, % at 10 µM | 0.12% of 330,000 active;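 active means inhibition reaching a set limit with compound at 10 µM in the primary screen, cut at about 35% in these data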;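 further: plate controls were DMSO wells with enzyme for no effect and no-enzyme buffer wells for full effect; values of inactives mirror those of a sister screen read the other way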
Target sequence (P09923 whole entry, looked up): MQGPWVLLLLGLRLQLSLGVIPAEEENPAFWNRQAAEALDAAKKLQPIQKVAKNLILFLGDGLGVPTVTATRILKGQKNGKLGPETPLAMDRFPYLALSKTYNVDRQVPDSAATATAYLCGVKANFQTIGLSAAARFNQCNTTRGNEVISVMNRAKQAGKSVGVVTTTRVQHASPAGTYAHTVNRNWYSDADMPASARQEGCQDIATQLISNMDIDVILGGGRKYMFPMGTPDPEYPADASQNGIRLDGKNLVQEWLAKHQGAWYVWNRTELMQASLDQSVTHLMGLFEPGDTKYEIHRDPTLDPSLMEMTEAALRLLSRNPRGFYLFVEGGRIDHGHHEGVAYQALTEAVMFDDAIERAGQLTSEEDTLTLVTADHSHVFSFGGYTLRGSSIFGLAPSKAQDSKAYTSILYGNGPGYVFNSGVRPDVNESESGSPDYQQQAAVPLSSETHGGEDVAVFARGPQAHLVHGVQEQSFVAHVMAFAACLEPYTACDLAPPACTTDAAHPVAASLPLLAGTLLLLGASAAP
mIAP activ: mouse IAP activation; muIAP, CDP-Star luminescence, 30 min; hits give high values; 1 = vehicle-only enzyme signal, 0 = enzyme-free wells; 0.24% of 330,000 active; activation factor at 10 µM;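 active means activation factor of at least 2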; further: the source names both 10 and 20 µM as test concentration; values of inactives mirror those of a sister screen read the other way
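System: mouse IAP enzyme. Reagent: CDP-Star chemiluminescent phosphatase substrate. Benchmarks: DMSO wells, no-enzyme wells. Times: 30 min enzyme-substrate-compound incubation at room temperature. Detection: luminescence from enzymatic CDP-Star hydrolysis. Doses: test compounds delivered from DMSO solution.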
APOBEC3G inh: blocks human APOBEC3G single-stranded DNA deamination; Q9HC16; 0.28% of 330,000 active; recombinant A3G, ssDNA deamination FAM/TAMRA fluorescence; inhibition, % at 20 µM;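 active means inhibition of at least 40% at 20 µM, with no more than 30% in the related APOBEC3A deaminase screen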;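 further: plate controls were DMSO wells with A3G for no effect and wells lacking A3G enzyme for full effect; some compounds called inactive have numbers as strong as hits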
mIAP block: blocks mouse intestinal alkaline phosphatase | 0.2% of 330,000 active | inhibition, % at 10 µM | AID 2806 | purified mouse IAP, CDP-Star luminescence, 30 min;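 active means inhibition of at least 40% at 10 µM in the primary screen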;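 further: plate controls were DMSO with enzyme for no effect and no enzyme wells for full effect; values of inactives mirror those of a sister screen read the other way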
beta cell repl: induces beta-cell replication in MIN6 cells | proliferation, % at 10 µM | MIN6 cells proliferation, ATPlite luminescence, 48 h; cells starved in 0.2% serum; 100% = growth in 10% serum | 0.29% of 330,000 active;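 active means compounds whose signal lies at least 3.5 SD above the mean of all wells on their plate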;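 further: 0% = DMSO-treated cells in low-serum medium and 100% = 10% serum control; some compounds called inactive have numbers as strong as hits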
APOBEC3A inh: human APOBEC3A DNA deaminase inhibition. recombinant A3A, FAM/TAMRA ssDNA deamination fluorescence. P31941. inhibition, % at 20 µM. AID 493011. 0.41% of 330,000 active;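 active means at least 40% inhibition at 20 µM here, with at most 30% in a related deaminase screen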;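 further: plate controls were A3A with DMSO for no effect and wells lacking A3A enzyme for full effect; some results filed as inactive read as strong as hits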
Target sequence (P31941 whole entry, looked up): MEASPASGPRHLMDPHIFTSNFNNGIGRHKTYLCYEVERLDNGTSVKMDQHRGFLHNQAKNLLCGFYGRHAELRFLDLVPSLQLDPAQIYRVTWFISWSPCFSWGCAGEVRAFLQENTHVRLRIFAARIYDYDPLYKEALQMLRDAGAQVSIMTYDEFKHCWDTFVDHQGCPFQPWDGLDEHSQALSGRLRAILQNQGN
MPTP block: blocks calcium-induced mitochondrial swelling | isolated mouse mitochondria, Ca2+ swelling absorbance, 30 min | inhibition, % at 10 µM | 1.4% of 360,000 active;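 active means inhibition of 50% or more, scaled per plate between neutral and stimulator controls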;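 further: 0% = DMSO wells given calcium and 100% = 1 mM EGTA wells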
hIAP activ: human IAP activation | purified human IAP, CDP-Star luminescence, 30 min; hits give high values; 1 = vehicle-only enzyme, 0 = enzyme-free background | activation factor at 10 µM | 0.16% of 330,000 active;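 active means activation factor of the enzyme at least 2-fold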; further: the source names both 10 and 20 µM as test concentration; values of inactives mirror those of a sister screen read the other way
NR3A LBD binder: modulates the human NR3A ligand-binding domain | Tm shift relative to glycine control, % at 25 µM | 2.5% of 340,000 active | AID 1259313 | NR3A LBD differential scanning fluorimetry, Tm shift; 0% = protein alone, 100% = glycine-bound protein;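 active means melting temperature shift of at least 10% of the positive control shift, at one fixed dose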
* marks the source's active call; other numbers are inactive results; nt = not tested or not shown.

SMILES	hIAP block	mIAP activ	APOBEC3G inh	mIAP block	beta cell repl	APOBEC3A inh	MPTP block	hIAP activ	NR3A LBD binder
Cc1cc(O)cc(O)c1-c1onc(C(F)(F)F)c1-c1cscn1	1	0.95	-4	4	-1	-1	5.7	0.99	1
Cc1cc(C)cc(OCC(=O)OCC(=O)NC2CC2)c1	-16	0.96	2	4	-2	3	1.3	1.2	-1
CCN1C(=O)C(CC(=O)Nc2ccc(Br)cc2)N(CCCc2ccccc2)C1=S (stereo unspecified)	6	1.1	-1	-5	-6	8	14	0.94	16*
COC/C=C/C1=CC2=CC(=O)C(C)(OC(=O)c3cnc4ccccc4n3)C(=O)C2=CN1c1ccccc1 (stereo unspecified)	22	1.1	14	-8	-4	12	nt	0.78	-4
O=C(Nc1ccc(NC(=O)c2ccccc2)nc1)c1ccncc1	-7	0.93	-5	7	-2	-2	0.4	1.1	-3
O=C(NC(=S)Nc1ccc(N2CCN(C(=O)c3ccccc3)CC2)cc1)c1cccs1	-4	0.9	-16	10	-6	1	-1.1	1	1
CCCCCCSc1ccc(-c2nc3cnccn3c2NCCCC)cc1	0	0.99	-2	1	-6	-4	1.9	1	1
COc1ccc(C2c3c(oc4ccc(Cl)cc4c3=O)C(=O)N2CCN2CCOCC2)cc1 (stereo unspecified)	-5	1	-4	-1	-2	-2	0.1	1.1	-1
CC1CCN(C(=O)c2[nH]cnc2C(=O)NCc2ccccc2)CC1	-12	0.98	-6	2	-1	1	-0.6	1.1	0
COc1cccc(CN2C(=O)c3ccccc3S2(=O)=O)c1	7	1	-2	0	0	3	-1.9	0.93	2
COC1=C/C(=C/c2c(N)n3cc(C)sc3nc2=O)C=CC1=O	26	0.86	0	14	-2	-6	1.3	0.74	-13
COc1cc(SC)ccc1C(=O)NCCc1c[nH]c2ccccc12	-26	1	-7	-4	-2	-7	0.2	1.3	0

Random excerpt: 3 records from the list.
SMILES	hIAP block	mIAP activ	APOBEC3G inh	mIAP block	beta cell repl	APOBEC3A inh	MPTP block	hIAP activ	NR3A LBD binder
CCCCCCSc1ccc(-c2nc3cnccn3c2NCCCC)cc1	0	0.99	-2	1	-6	-4	1.9	1	1
COc1ccc(C2c3c(oc4ccc(Cl)cc4c3=O)C(=O)N2CCN2CCOCC2)cc1 (stereo unspecified)	-5	1	-4	-1	-2	-2	0.1	1.1	-1
COc1cccc(CN2C(=O)c3ccccc3S2(=O)=O)c1	7	1	-2	0	0	3	-1.9	0.93	2

More records
SMILES	hIAP block	mIAP activ	APOBEC3G inh	mIAP block	beta cell repl	APOBEC3A inh	MPTP block	hIAP activ	NR3A LBD binder
O=C(CC1SC(N2CCOCC2)=NC1=O)Nc1cccc(C(F)(F)F)c1 (stereo unspecified)	9	0.93	-2	8	-2	3	-2.5	0.91	0
CC(C)(C)c1nnc(NC(=O)c2ccc(Cl)nc2)s1	-4	0.92	-4	8	-3	-1	-0.2	1	-4
COC(CNC(=O)[C@H](Cc1ccccc1)N1Cc2ccccc2C1=O)OC	-14	1.1	-6	-6	0	-5	0.0	1.1	1
NC(=O)C1CCN(C(=O)C2c3ccccc3C(=O)N3CCc4ccccc4C23)CC1 (stereo unspecified)	5	0.91	-5	9	-4	-2	-0.5	0.95	1
CC(C)CNC(=O)c1ccccc1NC(=O)/C=C/c1cccc([N+](=O)[O-])c1	-7	0.98	-5	2	0	-1	-2.6	1.1	-1
CCN1C(=O)c2cccc3c(S(=O)(=O)Nc4ccccc4OC)ccc1c23	12	0.98	-8	2	-3	-1	17	0.88	2
COCCNC(=O)C(c1ccc(O)cc1)N(Cc1ccco1)C(=O)CCC(=O)Nc1nccs1 (stereo unspecified)	-20	1	5	-3	-2	-3	1.6	1.2	1
O=C(Nc1cc2c3c(c1)C1CCCC1CN3CC1CCCC21)c1ccc([N+](=O)[O-])cc1 (stereo unspecified)	7	0.89	-6	11	-6	-6	50	0.93	-5
COc1ccc(Nc2cccc3ccccc23)cc1	8	0.94	4	6	-5	1	1.1	0.92	-5
O=C(O)CCCn1c(O)c(C=C2N=c3ccccc3=N2)sc1=S	-37	0.63	-2	37	-1	1	1.5	1.4	1
CCC1CN(C(=O)N2CCC(C(=O)NCc3ccc(OC)cc3OC)CC2)c2ccccc2O1 (stereo unspecified)	-26	1.1	-3	-8	0	-2	0.9	1.3	0
COc1cc(Cn2c(=O)oc3ccc(C)cc32)ccc1OC(C)C	-1	1	0	-1	0	1	5.9	1	-1

Arranged by count of non-hydrogen atoms (ascending): some entries from above
SMILES	hIAP block	mIAP activ	APOBEC3G inh	mIAP block	beta cell repl	APOBEC3A inh	MPTP block	hIAP activ	NR3A LBD binder
CC(C)(C)c1nnc(NC(=O)c2ccc(Cl)nc2)s1	-4	0.92	-4	8	-3	-1	-0.2	1	-4
COc1cc(Cn2c(=O)oc3ccc(C)cc32)ccc1OC(C)C	-1	1	0	-1	0	1	5.9	1	-1
COC(CNC(=O)[C@H](Cc1ccccc1)N1Cc2ccccc2C1=O)OC	-14	1.1	-6	-6	0	-5	0.0	1.1	1

Further results follow.
SMILES	hIAP block	mIAP activ	APOBEC3G inh	mIAP block	beta cell repl	APOBEC3A inh	MPTP block	hIAP activ	NR3A LBD binder
COc1cccc(C(=O)NCC(=O)N/N=C/c2cn[nH]c2-c2ccccc2)c1	-8	0.99	-6	1	-3	-2	0.5	1.1	1
O=C(/C=C/c1ccco1)N1CCN(c2ncccn2)CC1	-4	1	2	-3	2	8	0.3	1	0
CN(C)c1cc(Cl)c2nonc2c1N	10	0.86	-12	14	-4	-6	0.5	0.9	-1
COc1ccc(NC(=O)Nc2cccc3c2O[C@H](CN(C)C(=O)Nc2ccccc2)[C@@H](C)CN([C@H](C)CO)C3=O)cc1	4	1.1	-3	-11	-1	-1	-3.6	0.96	1
O=C(CCn1c(=O)oc2ccc(Cl)cc21)N1CCN(Cc2ccccc2)CC1	19	0.95	0	5	4	1	-0.5	0.81	2
O=C(OCc1ccccc1F)c1ccc2c(c1)-c1ccccc1C2=O	21	0.9	-1	10	-3	3	-1.1	0.79	-2
COc1ccc(CCNC(=O)C2CCN(C(=O)c3ccc(C(C)(C)C)cc3)CC2)cc1OC	-16	1.1	-2	-8	-1	0	0.1	1.2	-1
O=C(Nc1ccc2c(c1)OCO2)c1ccc(=O)[nH]n1	-11	1	-2	-1	-2	3	0.8	1.1	0
O=C(Cn1nc(-c2ccc(Cl)cc2)ccc1=O)NCCCN1CCN(Cc2ccccc2)CC1	-1	0.92	-9	8	-1	-3	-1.2	1	-3
CC(C)N1CC(O)=C(c2ccccc2)C1=N	-9	1.1	-3	-7	-3	74*	-1.2	1.1	-1
CCOC(=O)C1=C(c2ccccc2)NC(SC)=C(C#N)C1c1ccco1 (stereo unspecified)	9	0.9	-3	10	-4	-1	-0.6	0.91	-3
CC(Oc1cc(Cl)ccc1Cl)C(=O)N/N=C\c1ccnn1C (stereo unspecified)	1	1.1	-7	-7	3	4	0.5	0.99	1
O=C(CSc1ncccn1)NN=C1CCCCCC1	4	0.93	-12	7	0	-5	0.8	0.96	-1
Cn1c(=S)[nH]c(=O)c2ncc(=O)[nH]c21	2	1	-4	-1	-2	0	-0.2	0.98	-5
CCOc1ccc(CN=C(N)N=C(N)N)cc1Cl	-7	1.1	-7	-11	-3	-2	-0.2	1.1	1
OCCOCCOc1cccc2[nH]ccc12	-20	1.2	-4	-16	-1	-6	-1.8	1.2	0
O=C1N=C(N2CCN(c3ccccc3)CC2)S/C1=C/c1cccs1	2	1.1	-1	-5	-2	1	16	0.98	-1
O=C(CNS(=O)(=O)c1cccs1)N1CCCCC1	7	1	-16	-2	-3	0	-1.6	0.93	-5
O=C(NCCOc1ccccc1)C(c1ccccc1)c1ccccc1	10	1	-6	-3	0	-4	-1.1	0.9	-2
CC(Sc1cccc[n+]1[O-])C(=O)Nc1ccc([N+](=O)[O-])cc1Cl (stereo unspecified)	14	1.1	-3	-14	-2	-3	-0.7	0.85	0
COc1cc(OC)c(NC(=O)CCNS(=O)(=O)c2cc(Br)cnc2N)cc1Cl	-16	0.98	-5	2	0	-3	1.0	1.2	0

Quoted from the listing.
O=C(CNS(=O)(=O)c1cccs1)N1CCCCC1 in mIAP activ shows 1
O=C(NCCOc1ccccc1)C(c1ccccc1)c1ccccc1 in MPTP block shows -1.1

An excerpt taken from the entries so far, for reference:
SMILES	hIAP block	mIAP activ	APOBEC3G inh	mIAP block	beta cell repl	APOBEC3A inh	MPTP block	hIAP activ	NR3A LBD binder
Cn1c(=S)[nH]c(=O)c2ncc(=O)[nH]c21	2	1	-4	-1	-2	0	-0.2	0.98	-5
CCOc1ccc(CN=C(N)N=C(N)N)cc1Cl	-7	1.1	-7	-11	-3	-2	-0.2	1.1	1

Assay outcomes (PubChem)
